CASP6 VEID inh: caspase-6 (human) enzyme inhibition; inhibition, % at 12.5 µM; 350,000 compounds, 0.53% hits; P55212; purified caspase-6, Z-VEID-R110 cleavage fluorescence;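 active = mean inhibition across replicates at least about 35%, with every replicate also reaching that limit, limit read from the data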;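 note: 0% = median of neutral control wells and 100% = no fluorescence left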
Target sequence (P55212 24-179 limits assumed): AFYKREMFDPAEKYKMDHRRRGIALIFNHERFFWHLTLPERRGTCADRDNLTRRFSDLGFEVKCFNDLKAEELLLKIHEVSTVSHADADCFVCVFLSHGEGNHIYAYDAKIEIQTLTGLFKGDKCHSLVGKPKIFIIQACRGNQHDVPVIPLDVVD
Target sequence (P55212 194-293 limits assumed): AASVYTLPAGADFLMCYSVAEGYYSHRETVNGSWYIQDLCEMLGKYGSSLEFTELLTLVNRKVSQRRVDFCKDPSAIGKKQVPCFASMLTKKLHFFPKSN
EWS-Fli inh: inhibitors of EWS/Fli oncoprotein transcriptional activity. 350,000 compounds, 0.67% hits. A673 NR0B1-luciferase reporter, viability-normalised. inhibition, % at 12.6 µM. AID 651661;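 active = mean inhibition of at least 50% after viability correction, with every replicate also passing that limit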;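 note: firefly luciferase signal divided by Alamar Blue viability fluorescence both relative to DMSO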
Cneo AK release: Cryptococcus neoformans lysis via adenylate kinase release | C. neoformans lysis, adenylate kinase release luminescence, 4 h; normalised: neutral wells 0, clomiphene wells 100 | lysis activity, % at 15 µM | 360,000 compounds, 0.2% hits | AID 651654;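 active = mean lysis activity across replicates of at least 80%, whatever share of replicates individually reach that level; inactive = mean lysis activity below 80%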
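Material: C. neoformans cells; Schedule: 4 h static compound exposure, 37 °C, read 1 h post-reagent; Measured by: adenylate kinase release luminescence; Read-out: signal increase indicating cell lysis; Controls: Clomiphene as positive lysis control.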
miR122 inh: miR-122 inhibition in Huh7 cells; AID 602342; 340,000 compounds, 0.3% hits; Huh7 miR-122 Renilla luciferase sensor, 48 h; neutral wells = 0, positive control = 100; activation (reporter increase), % at 12.5 µM;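 active = mean replicate activation score at least 90 and every replicate individually at or above 90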;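 note: higher luciferase means less miR-122 activity so hits act as miR-122 inhibitors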
PAX8 inh HTS: lowers PAX8-driven luciferase in RMG-I cells; RMG-I TPO-luciferase reporter, SteadyGlo, 24 h; AID 652154; 360,000 compounds, 1.2% hits; inhibition, % at 12.6 µM;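 active = mean replicate inhibition at least 60% with every replicate also reaching 60%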;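 note: luciferase light reporting Pax8 driven TPO promoter activity; plate controls were median of neutral control wells for no effect and mitoxantrone controls for full effect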
FN deposition inh: fibronectin deposition inhibition; AH1F fibroblasts, Alexa488-fibronectin deposition fluorescence, overnight; inhibition, % at 12.6 µM; 350,000 compounds, 0.086% hits; AID 743247;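 active = mean inhibition across replicates of 30% or more, regardless of how many single replicates reach that level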;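 note: positive control wells lacked labelled fibronectin entirely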
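Assay system: AH1F fibroblast monolayer, labelled fibronectin deposition. Amount: 10000 cells per well. Also added: labelled fibronectin 24 nM. Compound: single-point pinned compound. Incubation: cell attachment 1 h, compound and FN exposure overnight. Detection: fluorescence after three HBSS washes, excitation 485 nm, emission 525 nm. Read-out: inhibition of fibronectin deposition signal.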
LGR2 inh: inhibitors of bursicon-induced Drosophila LGR2 receptor cAMP signaling; inhibition, % at 9.99 µM; 380,000 compounds, 0.35% hits; AID 720647; HEK293 LGR2, CRE-luciferase, bursicon-stimulated, 4 h;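 active = drop in luminescence signal, shown as inhibition above about 50% in the replicate tests, limit read from the data, passing the limit was not always enough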;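 note: agonist challenge used bursicon conditioned medium at about half maximal strength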
PGC1a acetyl inh: lowers PGC1a acetylation signal in U2OS cells | AID 651687 | inhibition, % at 15.6 µM | AlphaScreen anti-acetyl-lysine; with virally co-expressed GCN5 acetyltransferase | 350,000 compounds, 0.17% hits;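 active = every replicate shows inhibition of at least 40%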;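 note: 0% = neutral control wells and 100% = positive control wells; some results beyond the cut were filed as inactive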
Active calls of the source: *; · = no result given; [ ] = remark or other dose.

SMILES	CASP6 VEID inh	EWS-Fli inh	Cneo AK release	miR122 inh	PAX8 inh HTS	FN deposition inh	LGR2 inh	PGC1a acetyl inh
O=C(CN1C(=O)NC2(CCOc3ccccc32)C1=O)N1CCCCC1 (stereo unspecified)	1.2	-6.2	-0.8	·	-16.0	4.3	9.9	-4.9
O=C1[C@@H](c2ccccc2)[C@@H](c2ccccc2)N1c1cccnc1	-0.2	11.0	-2.5	50.1	-15.5	-2.4	15.4	-2.7
O=C(CCCC(=O)N1CCc2ccccc21)N1CCc2ccccc21	·	·	1.2	1.1	-8.8	4.4	·	3.5
Cc1ccc(S(=O)(=O)N(C)C[C@H]2Oc3ccc(NS(=O)(=O)c4ccc(F)cc4)cc3CC(=O)N([C@@H](C)CO)C[C@H]2C)cc1	-0.4	8.5	-0.9	8.0[16.7 µM]	19.8	·	-21.8	-12.1
Cc1cc2nc(CCN(C(=S)NCC3CCCO3)C3CCCC3)[nH]c2cc1C (stereo unspecified)	2.9	-5.6	·	-4.5	0.6	9.8	7.6	·
COc1cc2c(cc1OC)CN(C(=O)c1ccc(N3CCCC3)c([N+](=O)[O-])c1)CC2	4.7	-2.4	-0.4	·	1.0	-1.2	4.3	-2.0
O=C(N[C@H]1CC[C@H](CCNS(=O)(=O)c2ccc(Cl)cc2)O[C@@H]1CO)c1ccccn1	-1.5	7.7	59.8	0.9[16.7 µM]	5.2	-16.0	-10.1	-14.8
O=C(C=Cc1ccccc1)N1CCCCC1	-1.3	-70.1	·	-3.3	-83.2	3.6	-44.9	-4.4
CC(=O)C12CCCCC1CC1C3CC(C)C4(O)CC(=O)CCC4(C)C3CCC12C (stereo unspecified)	1.0	26.9	-4.0	-3.4	0.3	-7.8	1.0	17.8
CCOC(=O)N1CCN(CC(O)COc2c(OC)cccc2OC)CC1 (stereo unspecified)	·	·	-2.6	-4.4	·	·	1.1	1.6
O=C(c1ccccc1)N1CC(=O)N2[C@H](C1)[C@H](c1ccc(C#CC3CC3)cc1)[C@@H]2CO	-0.7	-8.3	·	·	9.3	·	8.3	4.7
Cc1ccccc1CC1(CO)CCCN(Cc2cn[nH]c2-c2ccccc2)C1 (stereo unspecified)	-1.7	13.2	5.4	6.5	18.5	-5.3	19.0	3.6
CC(=O)NC1C(=O)N(CCc2ccccc2)c2ccc(Br)cc21 (stereo unspecified)	-0.4	8.8	0.9	-1.2	·	·	-24.6	-2.1
C[C@@H]1CCCCO[C@@H](CN(C)Cc2ccc(C(=O)O)cc2)[C@@H](C)CN([C@H](C)CO)C(=O)c2cc(NC(=O)Nc3cccc4ccccc34)ccc2O1	1.0	0.1	-3.2	2.7[16.7 µM]	-5.0	·	-22.0	-6.6
CC1CCCCC1NC(=O)CN1C(=O)c2cccc(N)c2C1=O (stereo unspecified)	-0.9	-1.8	·	·	-16.5	·	-1.4	0.2
CCOC(=O)c1nn(-c2ccccc2)c(=O)cc1SC1CCCCC1	2.9	6.4	·	·	9.1	-4.5	-25.4	-1.5
Cc1cc(C)cc(OCC(=O)NCc2nc(-c3ccccc3)no2)c1	-2.6	6.5	-0.1	-0.6	·	·	6.2	-8.4
CC1(C(=O)NS(=O)(=O)c2ccccc2Cl)CCN1C(=O)c1ccco1 (stereo unspecified)	-2.6	1.3	-1.6	-2.6	-6.4	3.4	-23.6	-2.6
O=C(COC(=O)CCOc1ccccc1)NCCc1ccccc1	1.1	-4.5	3.6	0.5	-11.5	1.8	2.0	8.0
Cc1nc(SCC(=O)Nc2nc3ccccc3s2)c(C#N)c(C)c1C	-2.9	87.4*	·	·	107.9*	15.2	92.8*	·
COCC#Cc1ccc2c(c1)O[C@@H](CN(C)S(=O)(=O)c1cccc(F)c1)[C@@H](C)CN([C@@H](C)CO)S2(=O)=O	1.8	10.2	-3.3	-8.3[16.7 µM]	·	9.6	-13.9	11.2
Cc1ccccc1-c1ccc2c(c1)O[C@@H](CN(C)C(=O)C1CC1)[C@@H](C)CN([C@@H](C)CO)S2(=O)=O	6.0	-5.7	0.3	·	·	-0.1	-9.9	1.0
O=C(Nc1sc2c(c1C(=O)NCC(O)CO)CCCC2)c1ccccc1 (stereo unspecified)	-3.1	-6.5	·	·	10.0	-14.7	-7.3	·
COCCN(C(=O)C(=O)NC1CCCC1)C(C(=O)NC1CCCC1)c1ccccc1F (stereo unspecified)	1.5	3.3	1.3	1.6	4.5	1.8	8.9	-3.0
O=C(Nc1ccc(Oc2c(F)c(F)c(F)c(F)c2F)cc1)OC1CCN2Cc3ccccc3N=C12 (stereo unspecified)	·	·	0.8	-9.1	·	-9.3	·	3.3

For reference, eleven of the compounds above:
SMILES	CASP6 VEID inh	EWS-Fli inh	Cneo AK release	miR122 inh	PAX8 inh HTS	FN deposition inh	LGR2 inh	PGC1a acetyl inh
CC1CCCCC1NC(=O)CN1C(=O)c2cccc(N)c2C1=O (stereo unspecified)	-0.9	-1.8	·	·	-16.5	·	-1.4	0.2
CCOC(=O)c1nn(-c2ccccc2)c(=O)cc1SC1CCCCC1	2.9	6.4	·	·	9.1	-4.5	-25.4	-1.5
Cc1cc(C)cc(OCC(=O)NCc2nc(-c3ccccc3)no2)c1	-2.6	6.5	-0.1	-0.6	·	·	6.2	-8.4
CC1(C(=O)NS(=O)(=O)c2ccccc2Cl)CCN1C(=O)c1ccco1 (stereo unspecified)	-2.6	1.3	-1.6	-2.6	-6.4	3.4	-23.6	-2.6
O=C(COC(=O)CCOc1ccccc1)NCCc1ccccc1	1.1	-4.5	3.6	0.5	-11.5	1.8	2.0	8.0
Cc1nc(SCC(=O)Nc2nc3ccccc3s2)c(C#N)c(C)c1C	-2.9	87.4*	·	·	107.9*	15.2	92.8*	·
COCC#Cc1ccc2c(c1)O[C@@H](CN(C)S(=O)(=O)c1cccc(F)c1)[C@@H](C)CN([C@@H](C)CO)S2(=O)=O	1.8	10.2	-3.3	-8.3[16.7 µM]	·	9.6	-13.9	11.2
Cc1ccccc1-c1ccc2c(c1)O[C@@H](CN(C)C(=O)C1CC1)[C@@H](C)CN([C@@H](C)CO)S2(=O)=O	6.0	-5.7	0.3	·	·	-0.1	-9.9	1.0
O=C(Nc1sc2c(c1C(=O)NCC(O)CO)CCCC2)c1ccccc1 (stereo unspecified)	-3.1	-6.5	·	·	10.0	-14.7	-7.3	·
COCCN(C(=O)C(=O)NC1CCCC1)C(C(=O)NC1CCCC1)c1ccccc1F (stereo unspecified)	1.5	3.3	1.3	1.6	4.5	1.8	8.9	-3.0
O=C(Nc1ccc(Oc2c(F)c(F)c(F)c(F)c2F)cc1)OC1CCN2Cc3ccccc3N=C12 (stereo unspecified)	·	·	0.8	-9.1	·	-9.3	·	3.3

More structures.
SMILES	CASP6 VEID inh	EWS-Fli inh	Cneo AK release	miR122 inh	PAX8 inh HTS	FN deposition inh	LGR2 inh	PGC1a acetyl inh
Cc1ccc2c(c1)sc(C)[n+]2CCCS(=O)(=O)[O-]	1.8	-3.5	-0.6	-4.6	-12.5	9.3	-1.2	12.5
C[C@@H]1CN([C@H](C)CO)C(=O)c2cc(NC(=O)NC3CCCCC3)ccc2O[C@@H](C)CCCCO[C@@H]1CN(C)Cc1ccc(C(=O)O)cc1	0.4	-2.4	2.3	3.8[16.7 µM]	-1.8	·	-12.8	11.5
N#CCC(=O)N/N=C/c1ccc(OCC(=O)Nc2ccc(F)cc2)cc1	-4.2	3.8	·	·	6.0	3.1	-4.0	·
Cc1cc(=O)oc2cc(OCC(=O)OCC(=O)Nc3ccccc3C(C)C)ccc12	1.8	-2.1	1.5	-1.3	9.6	4.3	-3.6	-4.5
COc1ccc(C(C#N)=Cc2ccc(N(C)CCC#N)cc2)cc1	·	-62.0	-9.3	14.9	-103.5	-2.9	-97.4	-5.8
Cc1noc(C)c1NC(=O)NCC[C@@H]1CC[C@H](NC(=O)Nc2cccc(F)c2)[C@@H](CO)O1	-1.7	5.9	0.2	·	2.5	6.9	0.1	-12.1
Cc1ccccc1CN1C(=O)CN(S(C)(=O)=O)CC1(C)C(=O)NCc1ccccc1 (stereo unspecified)	-0.1	-12.6	·	·	-0.5	10.6	-4.3	·
O=C(CNC(=O)c1cccc(F)c1)OCc1cc(=O)n2cc(Br)ccc2n1	1.7	5.9	1.6	0.7	9.0	1.0	-9.6	3.2
COCCNC(=O)c1ccccc1N(Cc1ccccc1)S(=O)(=O)c1ccccc1	6.6	12.5	0.4	-1.3	10.4	-5.5	10.7	5.1
C[C@@H]1CN([C@@H](C)CO)C(=O)c2cc(NS(=O)(=O)c3ccc(F)cc3)ccc2O[C@@H]1CN(C)C(=O)Nc1ccc2c(c1)OCO2	-2.0	-1.3	-6.2	0.7[16.7 µM]	·	0.9	-8.5	1.4
Cc1ccc2cc(/C=N/NC(=O)c3ccc(F)cc3)c(Cl)nc2c1	3.2	0.4	·	·	0.2	9.1	-4.4	·
CSCc1cc(N2CCOCC2)nc(SCc2ccc(Cl)c(Cl)c2)n1	4.3	·	2.7	·	·	·	8.8	5.7
C[C@H]1CCCCO[C@H](CN(C)C(=O)CCC(F)(F)F)[C@@H](C)CN([C@@H](C)CO)C(=O)c2cc(NC(=O)C3CCCCC3)ccc2O1	2.9	9.3	-3.3	1.5[16.7 µM]	-0.2	1.4	-12.8	-5.9
CC(CCc1ccccc1)NC(=O)c1ccc(NC(=O)c2ccc(Cl)cc2Cl)cc1 (stereo unspecified)	-2.5	1.9	·	·	18.0	4.6	-14.1	·
O=C(N1CCOCC1)[C@@]1(Cc2ccccc2)N=C(c2ccc(OCCCO)cc2)O[C@H]1c1ccccc1	1.5	13.0	-4.0	·	1.9	·	·	·
CCOCCCNC(=S)Nc1ccc2nc(N3CCCC3)cc(C)c2c1	·	·	-2.5	-1.5	·	·	-3.3	6.5
CN1CCN(C(=O)C[C@@H]2C[C@H]3c4cc(NC(=O)Nc5ccccc5)ccc4O[C@H]3[C@H](CO)O2)CC1	·	-4.7	-0.2	5.5[16.7 µM]	-7.9	5.8	11.7	1.7
C[C@@H]1CCCCO[C@H](CN(C)C)[C@H](C)CN([C@H](C)CO)C(=O)c2cc(N(C)C)ccc2O1	·	0.9	·	1.3[16.7 µM]	-8.8	·	0.8	3.4
O=C(NCCCNC(=O)c1ccccn1)c1ccccn1	0.0	·	-0.6	6.7	·	·	·	5.3
O=C(CNc1cc([N+](=O)[O-])ccc1NCCO)Nc1cccc(S(=O)(=O)N2CCCCC2)c1	2.3	11.9	2.1	·	8.6	0.5	2.4	-7.3
O=C1N/C(=N/S(=O)(=O)Cc2ccccc2)S/C1=C/c1ccc2c(c1)OCO2	6.1	5.1	4.8	13.7	-16.1	1.1	12.8	6.7
N#Cc1ccccc1OCC(=O)NNC(=O)c1ccncc1	2.4	6.9	-0.6	0.8	8.2	-4.5	19.4	-6.2
COCC(=O)N(C[C@H]1[C@H](c2ccccc2)[C@@H](CO)N1C(=O)NC(C)C)C(C)C	·	-0.3	-3.3	-108.3[16.7 µM]	-4.6	-4.9	18.4	4.0
OC1CCCN(CC(O)COc2ccc(-c3ccccc3)cc2)C1 (stereo unspecified)	-5.0	-24.3	-4.9	·	-24.3	0.5	-28.0	·
O=C(Cc1cccnc1)N1CC2(C1)[C@H](c1ccccc1)[C@H](CO)N2C(=O)C1CCCCC1	-0.5	-4.7	·	·	·	·	11.0	7.8
COc1ccc(NC(=O)Nc2cccc3c2O[C@H](CN(C)C(=O)Nc2cccc4ccccc24)[C@@H](C)CN([C@@H](C)CO)C3=O)cc1	·	3.0	-3.5	10.2[16.7 µM]	-0.5	·	3.2	-2.3
